Source: PubChem
BoNT F protease: BoNT F light chain protease inhibition. 360,000 tested, 0.22% active. AID 588497. inhibition, % at 10 µM. Multiplex microsphere protease cleavage assay, flow cytometry; in the data active = inhibition above about 35%, passing the limit was not always enough; inconclusive = no clear call, values can overlap the other calls; note: plate controls were buffer without enzyme for full effect and enzyme alone for no effect
CCHFV vOTU inh: CCHFV vOTU protease inhibition. AID 651958. 370,000 tested, 0.55% active. inhibition, % at 11.5 µM. Pep-AMC fluorescence; note: 0% = vehicle wells with enzyme and 100% = no enzyme wells
Rv3671c inh: inhibits the M. tuberculosis serine protease Rv3671c. inhibition, % at 5.96 µM. 320,000 tested, 0.048% active. AID 2606. P9WHR9; in the data active = inhibition above about 38%;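 note: extracellular domain of Rv3671c used as enzyme; 0% = enzyme with DMSO and 100% = no enzyme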
FBA Mtb inh: inhibits M. tuberculosis FBA enzyme. P9WQA3. purified M. tuberculosis FBA, fluorescence read-out. inhibition, % at 1 µM. 360,000 tested, 2.3% active. AID 588726; in the data active = inhibition above about 27%;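 note: 0% = vehicle and 100% = reference inhibitor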
Target sequence (P9WQA3 whole entry, looked up): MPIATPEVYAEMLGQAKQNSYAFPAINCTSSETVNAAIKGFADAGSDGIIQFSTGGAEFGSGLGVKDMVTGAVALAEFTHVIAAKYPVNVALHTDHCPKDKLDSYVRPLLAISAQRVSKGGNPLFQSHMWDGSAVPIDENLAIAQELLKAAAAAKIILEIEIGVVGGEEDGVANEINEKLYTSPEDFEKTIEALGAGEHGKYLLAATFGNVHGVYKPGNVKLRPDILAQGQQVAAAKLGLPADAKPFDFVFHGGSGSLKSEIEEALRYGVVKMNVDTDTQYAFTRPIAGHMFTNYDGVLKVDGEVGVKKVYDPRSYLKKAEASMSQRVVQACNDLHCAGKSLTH
GDH-TPI counter: GDH-TPI coupled enzyme inhibition counter-screen; GDH-TPI coupled enzyme counterscreen, NADH absorbance; inhibition, % at 4.8 µM; 360,000 tested, 1.2% active; AID 588335;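 note: 0% = DMSO wells and 100% = wells lacking the enzyme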
MazEF act: increases E. coli MazEF RNase cleavage of RNA; 350,000 tested, 0.32% active; activation, % at 20 µM; AID 504720; FAM/BHQ RNA-DNA oligo cleavage fluorescence, 5 h; in the data active = activation above about 50%
Target sequence (P0AE70 whole entry, looked up): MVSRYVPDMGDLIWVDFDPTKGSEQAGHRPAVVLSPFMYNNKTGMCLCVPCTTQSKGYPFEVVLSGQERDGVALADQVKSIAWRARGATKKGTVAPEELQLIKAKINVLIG
FadD28 binding: M. tuberculosis FadD28 bisubstrate binding inhibition | FadD28 bisubstrate probe binding, fluorescence polarization | inhibition, % at 12.5 µM | 360,000 tested, 0.22% active | AID 588549; in the data active = inhibition above about 8.5%, passing the limit was not always enough; inconclusive = no clear call, values can overlap the other calls
Mtb UGM inh: Mtb UDP-galactopyranose mutase inhibition; inhibition, % at 10 µM; 320,000 tested, 0.06% active; AID 504406; purified UGM, fluorescence polarization probe displacement; P9WIQ1; in the data active = inhibition above about 10%, passing the limit was not always enough; inconclusive = no clear call, values can overlap the other calls
Target sequence (P9WIQ1 whole entry, looked up): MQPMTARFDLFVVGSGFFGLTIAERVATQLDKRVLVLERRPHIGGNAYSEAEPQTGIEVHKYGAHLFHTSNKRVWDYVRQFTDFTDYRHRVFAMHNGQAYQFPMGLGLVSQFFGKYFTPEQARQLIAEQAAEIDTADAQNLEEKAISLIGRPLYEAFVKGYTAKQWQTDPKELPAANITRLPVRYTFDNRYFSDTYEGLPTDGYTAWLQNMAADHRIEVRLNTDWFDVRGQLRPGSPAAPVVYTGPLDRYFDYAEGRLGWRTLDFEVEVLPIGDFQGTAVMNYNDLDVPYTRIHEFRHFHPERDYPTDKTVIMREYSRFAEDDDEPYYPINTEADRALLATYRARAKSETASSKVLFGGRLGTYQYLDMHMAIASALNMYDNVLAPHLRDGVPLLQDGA
DUSP3 inh: blocks human VHR1 dual specificity phosphatase; P51452; recombinant VHR phosphatase, pNPP absorbance; inhibition, % at 13.3 µM; 290,000 tested, 0.52% active; AID 1654; in the data active = inhibition above about 50%; note: some compounds called inactive have numbers as strong as hits
Target sequence (P51452 whole entry, looked up): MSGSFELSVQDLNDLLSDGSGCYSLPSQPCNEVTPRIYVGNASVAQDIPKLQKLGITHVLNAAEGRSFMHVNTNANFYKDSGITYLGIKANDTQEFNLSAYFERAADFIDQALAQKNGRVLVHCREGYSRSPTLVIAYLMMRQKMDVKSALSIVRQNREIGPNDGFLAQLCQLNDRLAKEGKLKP
Mtb BioA inh: BioA (M. tuberculosis) enzyme inhibition; purified M. tuberculosis BioA enzyme, plate reader; 360,000 tested, 0.096% active; AID 602481; inhibition, % at 9.99 µM; in the data active = inhibition above about 40%; inconclusive = no clear call, values can overlap the other calls
* hit, by the source's call; ? = inconclusive; . = not tested or not shown. Cut-off read from the data, not from the text of the source, unless noted: active = inhibition above about 30%; inactive = the rest.

SMILES	BoNT F protease	CCHFV vOTU inh	Rv3671c inh	FBA Mtb inh	GDH-TPI counter	MazEF act	FadD28 binding	Mtb UGM inh	DUSP3 inh	Mtb BioA inh
COc1ccccc1NS(=O)(=O)c1ccc(C)c(C(=O)NNC(=O)c2csc(N3CCOCC3)n2)c1	-5	0	-1	2	6	5	0.6	-0.5	.	-0.3
O=C(CSc1nnc(COc2ccccc2Cl)o1)NC(=O)NCc1ccco1	-2	-6	7	9	22	-1	-0.9	1.2	23	.
CCOC(=O)c1ccc(N2C(=O)CC(N3CCOCC3)C2=O)cc1 (centres undefined)	-5	6	1	0	-9	2	-2.0	-3.3	-15	1.1
COc1ccc(-c2csc(Nc3ncccc3C)n2)cc1OC	-7	1	0	0	-1	4	-0.4	-2.4	23	-2.1
OCCc1ccc(NCCc2ccco2)cc1	-4	5	.	-1	.	.	-3.3	.	.	-1.2
CCOC(=O)N1CCN(C(=O)CCCCCn2c(=S)[nH]c3ccsc3c2=O)CC1	-4	7	-6	-5	10	-1	0.6	0.0	-6	.
C=CCc1c(C)nc(C)nc1N/N=C/c1ccccc1	1	10	-2	0	29	2	-3.0	-1.7	23	8.3
O=C1c2ccccc2NC2(CCCC2)N1NS(=O)(=O)c1ccccc1	-4	-47	18	22	8	1	-0.4	-1.2	7	.
Cc1ccccc1Cn1ccc(NC(=O)c2cnn3c2NC(c2ccccc2)CC3C(F)(F)F)n1 (centres undefined)	-8	10	-5	3	4	-8	-2.2	-0.5	42	0.0
COc1ccc(-c2nc3n(n2)C(c2ccncc2)C(C(N)=O)=C(C)N3)cc1 (centres undefined)	1	-1	-7	-2	8	-5	-3.4	2.8	17	0.0
CCOC(=O)CC1C(=O)NCCN1C(=S)Nc1ccccc1 (centres undefined)	-8	12	2	1	-3	6	-0.4	-1.1	5	.
O=C(CNC(c1ccccc1)c1ccccc1)Nc1ccccc1-c1ccccc1	-4	-4	-12	0	-1	1	-3.3	0.5	32	.
COc1ccc(CCCNC(=O)C2Cc3c(-c4cccc(NC(C)=O)c4)ccnc3O2)cc1 (centres undefined)	-2	4	.	-2	3	.	-2.0	.	.	1.8
O=C(O)c1cnn(-c2nc(-c3cccc([N+](=O)[O-])c3)cs2)c1C(F)(F)F	11	9	-13	5	9	-18	.	-1.7	20	0.2
CCCc1[nH]n(-c2ccc(F)cc2)c(=O)c1C=NCC1CCCO1 (centres undefined)	-4	-2	8	-2	-4	4	-4.8	-3.7	3	0.0
COC(=O)c1ccccc1NC(=O)CSc1ccc(C)cc1	-5	-2	-6	4	-4	-4	-2.0	-1.2	18	0.6
O=S(=O)(Cc1ccccc1)NC1c2ccccc2Oc2ccccc21	-13	-12	.	2	5	9	-1.0	.	.	-1.8
COc1ccc(OC)c(NC(=O)NC2CCCc3ccccc32)c1 (centres undefined)	.	9	-5	3	10	3	-2.3	-1.0	-7	0.0
CCOc1ccc(/C=N/NC(=O)c2cc3c(OC)cc(OC)c(OC)c3[nH]2)cc1	-12	15	22	1	34*	1	0.8	1.0	.	-0.5
CCOC(=O)C1CCN(S(=O)(=O)c2ccc3c4c(cccc24)C(=O)N3CC)CC1	1	-37	-4	43*	27	-8	0.7	0.4	.	-1.0

Brought forward from above: 3 compounds, then new ones.
SMILES	BoNT F protease	CCHFV vOTU inh	Rv3671c inh	FBA Mtb inh	GDH-TPI counter	MazEF act	FadD28 binding	Mtb UGM inh	DUSP3 inh	Mtb BioA inh
COc1ccc(OC)c(NC(=O)NC2CCCc3ccccc32)c1 (centres undefined)	.	9	-5	3	10	3	-2.3	-1.0	-7	0.0
CCOc1ccc(/C=N/NC(=O)c2cc3c(OC)cc(OC)c(OC)c3[nH]2)cc1	-12	15	22	1	34*	1	0.8	1.0	.	-0.5
CCOC(=O)C1CCN(S(=O)(=O)c2ccc3c4c(cccc24)C(=O)N3CC)CC1	1	-37	-4	43*	27	-8	0.7	0.4	.	-1.0
C=CCNC(=O)NC(=O)Cn1c(=O)c2c(ncn2CC)n(Cc2ccccc2)c1=O	7	4	-6	0	7	5	-1.7	2.9	33	0.2
CCOC(=O)C1=C(CN2CCc3ccccc32)NC(=O)NC1c1ccc(Cl)cc1 (centres undefined)	-1	2	-1	-2	3	-10	-0.3	1.1	14	-3.6
CCOC(=O)Cc1csc(NC(=O)c2ccc(Cl)s2)n1	25	-2	-15	-1	20	-5	-3.1	-3.1	22	-0.3
Cc1nnc(NC(=O)CSc2nnnn2Cc2ccccc2)s1	10	6	0	-3	-7	10	-4.8	0.7	7	-2.2
CN(CCCNC(=O)COc1cc(=O)n(C)c2ccccc12)Cc1ccccc1	-7	-8	-2	4	-2	6	-0.5	0.0	29	0.9
Cc1csc(SC(C)C(=O)Nc2ccc3c(c2)OCCO3)n1 (centres undefined)	-11	6	8	2	-1	10	-1.1	1.2	18	-0.5
COC(=O)[C@H]1C[C@@H]1[C@H](N)c1ccccc1	-10	-2	1	-2	0	9	-1.6	-0.9	5	-1.4
CCOC(=O)N1CCN(C(=O)CSc2nnc(CNC(=O)c3ccccc3F)o2)CC1	?	11	7	-11	-10	3	-1.4	0.8	-2	-0.3
CN(C)c1nc(N2CCN(c3ccc(F)cc3)CC2)c(C#N)c(=O)o1	?	-6	.	1	2	-16	-2.0	.	-22	-0.1
CN1/C(=C\C(=O)C[n+]2cccc(C(N)=O)c2)C(C)(C)c2ccccc21	-2	15	-2	-2	20	4	0.3	2.5	22	1.9
Nc1ncnc2c1ncn2[C@@H]1O[C@H](CNCc2ccccc2OCc2ccc(Cl)cc2Cl)[C@@H](O)[C@H]1O	-2	-2	1	2	-2	11	-2.0	-5.4	.	-0.5
COc1ccc(OC)c(CNC(=O)C2CCN(S(C)(=O)=O)CC2)c1	-2	-3	2	1	-12	0	-3.6	4.0	19	.
CCOC(=O)[C@H]1[C@H]2COc3ccccc3[C@@H]2N2C(=O)c3ccc(C)cc3NC(=O)[C@@]12C	-1	-6	-10	3	2	-13	0.2	-0.5	.	1.1
O=C(Nc1cccc(F)c1)N1CC=C(n2c(=O)[nH]c3ccccc32)CC1	-6	1	-2	0	-6	8	-5.1	-0.6	-5	18
CC(C)CCN1CCN(Cc2nc3c(s2)CCCC3)CC1CCO (centres undefined)	-12	-8	2	2	-6	-5	-1.6	-1.6	-4	-1.3
CCCCC1CCC(C(=O)NC2CCS(=O)(=O)C2)CC1 (centres undefined)	-1	-6	1	3	4	-7	-2.9	-1.2	-18	0.1
Cc1ccc(-c2ccc(C(=O)NCc3ccccc3)o2)c2ccccc12	-1	-8	-17	61*	11	-12	-5.0	2.4	0	-1.5
CCC(C(=O)NCc1cccc(C)c1)n1nc(C)c2c(C)n(-c3ccccc3)nc2c1=O (centres undefined)	3	13	2	0	6	0	-0.1	4.9	-3	7.8
Cc1cc2c(=O)n(Cc3ccco3)c(SCC(=O)N3CCCc4ccccc43)nc2s1	2	4	-17	-4	-1	-1	-3.9	-1.2	27	-2.9
COc1cccc(C2CC(c3cccc(NS(C)(=O)=O)c3)=NN2C(=O)c2ccccc2)c1OC (centres undefined)	8	15	-18	2	26	0	-5.6	0.7	2	7.4

Already shown: 2 of the compounds above.
SMILES	BoNT F protease	CCHFV vOTU inh	Rv3671c inh	FBA Mtb inh	GDH-TPI counter	MazEF act	FadD28 binding	Mtb UGM inh	DUSP3 inh	Mtb BioA inh
Cc1cc2c(=O)n(Cc3ccco3)c(SCC(=O)N3CCCc4ccccc43)nc2s1	2	4	-17	-4	-1	-1	-3.9	-1.2	27	-2.9
COc1cccc(C2CC(c3cccc(NS(C)(=O)=O)c3)=NN2C(=O)c2ccccc2)c1OC (centres undefined)	8	15	-18	2	26	0	-5.6	0.7	2	7.4

(continued)
SMILES	BoNT F protease	CCHFV vOTU inh	Rv3671c inh	FBA Mtb inh	GDH-TPI counter	MazEF act	FadD28 binding	Mtb UGM inh	DUSP3 inh	Mtb BioA inh
COc1ccc(-n2c3c(cc(C(=O)NNc4ccccc4)c2=O)C(=O)CC(C)(C)C3)cc1	0	-5	11	-3	15	-3	-3.0	2.4	20	.
CCCNS(=O)(=O)c1ccc(-n2cnnn2)c(OC)c1	4	-14	0	4	-4	5	-0.8	-2.4	8	0.6
COc1ccc2nc(SCC(N)=O)cc(C)c2c1	1	0	4	3	9	3	-3.0	4.8	21	2.3
COc1ccc(C(=O)NCCc2c[nH]c3ccccc23)cc1[N+](=O)[O-]	31	3	-1	1	1	7	2.7	0.2	35	2.2
CC(C)OC(=O)CC(=O)CSc1nc2c(cc1C#N)CCC2	?	-5	2	18	5	11	-3.8	-0.1	14	2.9
COc1ccc(-c2cc(COc3ccccc3)on2)cc1	0	2	-8	1	0	-2	-0.1	-1.6	19	.
Cc1cc(=O)oc2cc(OCC(=O)NCc3ccncc3)ccc12	-6	2	-2	18	-3	6	-0.8	-0.6	22	-0.6
O=C(Cn1c(=O)oc2cc(S(=O)(=O)N3CCCCCC3)ccc21)NC1CCCCC1	6	0	-7	5	0	-26	-1.1	1.7	12	-2.0
O=[N+]([O-])c1cc([N+](=O)[O-])c(Oc2cncc(Cl)c2)cc1NC1CCCCCCC1	-1	-2	-2	-1	4	-14	-1.9	0.0	13	-1.9
Cc1cccc(C(=O)c2ccccc2C(=O)O)c1O	-14	8	8	-2	11	2	0.8	0.7	16	-1.6
CN(C)C(=O)CCc1ccc2c3c([nH]c2c1)[C@]1(C)[C@@H](C(=O)N2CCOCC2)C[C@H](CC(=O)NCCC2=CCCCC2)C(=O)N1CC3	-7	-5	.	-1	-1	9	-1.3	.	.	-1.0
Cc1ncsc1CCOC(=O)C1C2CC3CC(C2)CC1C3 (centres undefined)	-4	4	-3	-3	-5	-7	-1.8	0.4	-7	3.2
O=C(O)CCCC(=O)Nc1ccc(C(=O)N2CCCCC2)c(Cl)c1	-6	-3	4	0	3	-10	-0.3	-1.3	-8	-0.8
Nc1ccc(Cl)cc1C(=O)c1ccccc1	0	12	0	-1	5	2	-3.3	-2.0	8	.
CC(C)(C)CC(=O)Nc1cc(S(=O)(=O)N2CCCCCC2)ccc1Cl	5	5	-3	3	8	-6	-1.8	0.4	-13	.
C#CC1(NC(=O)NC(=O)c2c(F)cccc2F)CCCCC1	-28	-1	6	-3	-6	2	-2.7	-1.4	1	.
O=C(NCC(=O)N1CCN(S(=O)(=O)c2ccccc2)CC1)c1ccc(Br)o1	.	-7	1	-2	8	4	-3.1	5.9	.	-0.4
Cc1ccc2cc(C)c(SCC(=O)Nc3ccc(S(=O)(=O)N4CCCC4)cc3)nc2c1	2	8	-40	1	9	-6	-1.8	0.3	15	.
COc1cc(NC(=S)N2CCC(C(N)=O)CC2)cc(OC)c1	-5	-1	-1	-7	-3	0	-2.9	3.4	2	.
O=C(NC1CCN(S(=O)(=O)c2ccccc2)CC1)C1CCCCC1	2	-22	-2	3	-9	-6	-0.1	-0.9	9	-0.7
COc1cccc(CN(C)CC(=O)NCc2ccccc2Cl)c1	-3	-13	0	-2	2	-2	-1.4	-1.0	-8	-0.1
CCCCNC(=O)NS(=O)(=O)c1ccc(NC(=O)CCC(=O)c2cccs2)cc1	-7	-2	-1	1	1	3	.	0.5	.	2.1
COc1ccc(NC(=O)CN(C)C(=O)c2cc3c(s2)CCCCC3)cc1	2	18	6	1	-5	-2	0.5	1.1	4	0.2
NC(=O)c1ccccc1NC(=O)COC(=O)CSCc1cccc(Cl)c1	3	2	7	0	7	-1	-2.4	2.2	.	-1.3
Cc1n[nH]c(C)c1S(=O)(=O)N(CC(=O)NC1CCCC1)c1ccc(C(C)C)cc1	-3	6	-11	3	13	5	-0.6	-0.7	38	-1.0
CCc1nnc(NC(=O)CN2CCN(c3ccccc3OC)CC2)s1	0	-15	2	2	4	6	-0.3	-1.1	-4	0.4
CCN(Cc1ccc(NC(C)=O)cc1)CC1CCCN(CCc2cccc(F)c2)C1 (centres undefined)	.	3	.	-1	-4	0	-0.5	2.3	82	0.6
Cc1cc(C)n2nc(SCC(=O)c3cccs3)nc2n1	0	-9	1	-2	6	7	-0.2	-0.8	7	2.8
Cc1cc(C)cc(NC(=O)N2CCNC(=O)C2CC(=O)Nc2cc(Cl)ccc2Cl)c1 (centres undefined)	3	7	-20	-1	0	7	-4.2	3.5	0	-0.7
